# Screening data (PubChem)
# Coupling enz = counter-screen for Giardia aldolase inhibitors: coupling enzyme system; coupling enzyme system counterscreen, AmpLite Red fluorescence; activity change, negative = inhibition, % at 58.2 µM, hits read low; 0.67% of 290,000 active; in the data active = activity change below about -30%; note: % is set by controls: 0 for no effect and ±100 for the full control effect
#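 Compounds tested against the coupling enzymes alone at 57.5 uM final; readout was AmpLite Red fluorescence (525/598 nm) after 20 min at RT.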
# Tb PFK block = T. brucei PFK enzyme inhibition; T. brucei PFK, ADP-Glo luminescence; 0.17% of 330,000 active; Potency, µM (highest dose often 57.5 µM), for inactives: at the highest dose activity, negative = inhibition, hits mostly inhibitors; O15648;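 note: potency is the fitted concentration of half-maximal effect; 0% = uninhibited 1x PFK enzyme wells and -100% = no-enzyme wells; nearly all actives have a fitted effect of over 60% in size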
# Target sequence (O15648 whole entry, looked up): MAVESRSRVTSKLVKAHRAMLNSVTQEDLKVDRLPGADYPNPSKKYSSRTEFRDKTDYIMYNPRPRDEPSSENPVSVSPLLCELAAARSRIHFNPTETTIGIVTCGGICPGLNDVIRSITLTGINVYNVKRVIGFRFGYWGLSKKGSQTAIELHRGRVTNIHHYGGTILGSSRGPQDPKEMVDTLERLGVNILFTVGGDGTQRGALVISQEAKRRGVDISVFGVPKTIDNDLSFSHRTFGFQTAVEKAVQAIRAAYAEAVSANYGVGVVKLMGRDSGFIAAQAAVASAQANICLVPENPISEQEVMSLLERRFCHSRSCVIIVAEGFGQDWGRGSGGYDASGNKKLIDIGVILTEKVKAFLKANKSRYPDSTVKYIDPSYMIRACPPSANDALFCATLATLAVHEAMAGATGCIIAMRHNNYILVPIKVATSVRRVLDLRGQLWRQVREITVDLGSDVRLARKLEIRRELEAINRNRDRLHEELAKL
#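 Activity is normalized to no-enzyme wells (full inhibition) and 1.25 nM enzyme wells (no inhibition). Reaction: 0.5 mM F6P, 0.1 mM ATP, 45 min RT, ADP-Glo luminescence; concentration-response curves fitted and classed by quality.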
# MLL CXXC-DNA inh = inhibitors of human MLL CXXC domain-DNA interaction; Q03164; MLL-CXXC / FITC-HOXA9 DNA fluorescence polarization; Potency, µM (highest dose often 115 µM), for inactives: top-dose activity change, negative = inhibition, actives largely listed as inhibitors; 0.037% of 290,000 active; AID 2662; active = well fitted inhibition curve with a large enough effect in the polarisation, with a control signal flat, not every such curve was filed as active; inconclusive = small, poorly fitted or top-dose-only effect, or effect the other way, or a change in a side signal; inactive = no such curve, though single readings can be large or run the other way; the % refers to the polarisation; note: potency is the fitted concentration of half-maximal effect
#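 Steps: dispense CXXC domain solution (7 uM) → pin compounds or unlabeled HOX-A9 DNA control → 5 min ambient → add FLSN-HOX-A9 solution (50 nM) → spin → 30 min ambient → fluorescence polarization. Tris pH 7.5/NaCl/DTT/BSA buffer.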
# TCR act = activators of T cell receptors; primary human leukocytes, anti-CD3, IL-2 HTRF, 48 h; Potency, µM (highest dose often 9.22 µM), without a hit: top-dose activation of IL-2 secretion, usual class: activators; 330,000 tested, under 10 active; AID 504894; note: % of control where 0% means no effect
#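 Compounds are tested in HTS on primary human leukocytes co-incubated with a-CD3 beads for 48 hr. IL-2 output is measured by time-resolved FRET.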
# TSHR antag = blocks TSH signaling through the human TSH receptor. activity change, negative = inhibition, % at 11.5 µM. AID 504810. TSHR-expressing cells, TSH-stimulated cAMP HTRF, 2 h; active compounds read low. 0.2% of 330,000 active;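 active = activity change below a set negative limit, meaning inhibition stronger than a set level, cut at about -70% in these data; inconclusive = activity change between two set negative limits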; note: % is set by controls: 0 for no effect and ±100 for the full control effect
#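 Antagonism was scored as loss of TSH-driven cAMP in TSHR cells, stimulated with 4nM TSH (EC80) for 2 hours at 37 deg C and detected by homogeneous HTRF competition immunoassay.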
# GALK inh = galactokinase (human) inhibition. AID 1868. Potency, µM (top dose mostly 57.5 µM), inactives show at the top dose activity change, negative = inhibition, most hits filed as inhibitors. P51570. Purified GALK, Kinase-Glo residual ATP luminescence. 0.007% of 270,000 active; note: potency is the fitted concentration of half-maximal effect; % is set by controls: 0 for no effect and ±100 for the full control effect
# Target sequence (P51570 whole entry, looked up): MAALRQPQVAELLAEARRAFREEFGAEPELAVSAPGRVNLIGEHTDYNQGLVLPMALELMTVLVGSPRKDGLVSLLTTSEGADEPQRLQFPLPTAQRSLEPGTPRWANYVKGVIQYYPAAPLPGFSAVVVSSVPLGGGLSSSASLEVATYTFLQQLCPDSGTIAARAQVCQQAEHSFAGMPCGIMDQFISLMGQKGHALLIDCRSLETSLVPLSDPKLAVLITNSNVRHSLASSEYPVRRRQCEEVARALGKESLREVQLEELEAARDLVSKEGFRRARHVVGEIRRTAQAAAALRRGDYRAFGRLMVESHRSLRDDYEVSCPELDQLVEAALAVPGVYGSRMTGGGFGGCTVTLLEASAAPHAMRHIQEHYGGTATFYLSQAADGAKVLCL
#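 5 nM enzyme, 35 uM ATP, 100 uM galactose, 20 mM HEPES pH8.0, 5 mM MgCl2; 1 h RT; residual ATP by Kinase-Glo Plus luminescence, qHTS format.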
# BCR signal inh = inhibitors of chronic active B-cell receptor signaling; 0.05% of 340,000 active; Potency, µM (series often up to 46.1 µM), for inactives: at the top dose ratio change, negative = lower green/red ratio, usual class: inhibitors; AID 493014; ABC-DLBCL IkBa-CBG/CBR reporter, luminescence ratio, 4 h; active = well fitted inhibition curve with a large enough effect in the signal ratio, with a control signal flat, not every such curve was filed as active; inconclusive = small, poorly fitted or top-dose-only effect, or effect the other way, or a change in a side signal; the % refers to the signal ratio;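 note: potency is the fitted concentration of half-maximal effect; plate controls were basal doxycycline-induced cells for no effect and cells given 10 µM MG132 for full effect; MG132 reads +100%, hits lower the ratio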
#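 Doxycycline induced both beetle luciferases in TMD8 lymphoma cells; IKK-driven degradation limits the IkappaBalpha-fused green signal, while red luminescence normalises for cell number and nonspecific effects. Compounds tested up to 46 uM, 4 hrs.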
# A-T KAP1 phos = potential ataxia-telangiectasia treatment; Potency, µM (doses to about 57.5 µM), for the others: at the highest dose activation, actives largely listed as activators; 0.19% of 320,000 active; AID 485349; […] A-T fibroblasts, KAP-1 phosphorylation AlphaLISA; neocarzinostatin DNA damage 30 min before lysis; note: potency is the fitted concentration of half-maximal effect; % of control where 0% means no effect; nearly all actives have a fitted effect of over 45% in size
#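 hTERT-immortalized A-T patient fibroblasts ([…]), 500 cells/well in OPTI-MEM, 1% FBS, got compounds for 60 min, then NCS for 30 min at 37C. Lysates were then assayed for phospho-KAP-1 by AlphaLISA (anti-pKAP1 donor, anti-KAP1 acceptor beads), 6 hr at 25C.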
# KCNH2 WT inh = KCNH2 (human, wildtype) channel inhibition; Q12809; U2OS, BacMam KCNH2, thallium flux FluxOr; active compounds read low; activity change, % at 1.84 µM; 0.37% of 340,000 active;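 active = maximum activity change below -70%; inconclusive = maximum activity change between -70% and -50%; inactive = maximum activity change above -50%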; note: % is set by controls: 0 for no effect and ±100 for the full control effect
#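 U2OS cells were transduced with wild-type KCNH2 virus (2.03 x 10^8 / mL) for 4 h at room temperature, then cultured overnight at 37 C. Thallium flux was read with FluxOr dye. Rate constants were normalized to DMSO controls.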
# Giardia killer = kills Giardia lamblia; Giardia lamblia trophozoite viability; activity change, % at 7.66 µM, hits read low; 0.15% of 340,000 active; AID 540267; in the data active = activity change below about -80%; inconclusive = between about -30% and that limit;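 note: parasites exposed to compound for two days anaerobically before the ATP read; % is set by controls: 0 for no effect and ±100 for the full control effect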
#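 Luminescence from cellular ATP indicates surviving trophozoites (100 cells/well) following 48 hrs anaerobic compound treatment at 37 deg C; signal develops 15-30 min at room temperature.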
# * = called active by the depositor; u = inconclusive; x = no result given; [ ] = another dose, or the depositor's remark. Unless noted, calls come from the whole dose curve; as a rule, active = well fitted curve in the direction sought with a large enough effect; inconclusive = small, poorly fitted or top-dose-only effect, or another doubt; inactive = no such curve, though single readings can be large; an effect the other way counts as inactive or inconclusive.
SMILES,Coupling enz,Tb PFK block,MLL CXXC-DNA inh,TCR act,TSHR antag,GALK inh,BCR signal inh,A-T KAP1 phos,KCNH2 WT inh,Giardia killer
Cc1ccccc1OCCC(=O)OCC(=O)Nc1cc(S(=O)(=O)N2CCOCC2)ccc1Cl,0,1%,1%,0%,1,7%,u,-8%,10,2
O=C(Cn1cnc2c(cnn2-c2ccc(F)cc2)c1=O)OCc1ccccc1,3,4%,29%,2%,-11,5%,2%,x,7,20
CCN(CC)S(=O)(=O)c1ccc(O)c(C(=O)OCC(=O)Nc2cc(C)c(C)cc2[N+](=O)[O-])c1,-2,3%,0%,7%,-7,-1%,-1%,-2%,6,-8
O=C(Nc1ccc(Cl)c(S(=O)(=O)N2CCOCC2)c1)c1n[nH]c(=O)c2ccccc12,x,4%,x,6%,-3,x,1%,-3%,3,6
O=C(COC(=O)Cn1cnc2ccccc21)NCc1ccc(F)cc1,0,-1%,2%,-9%,3,0%,18%,2%,3,-6
N#C/C(=C/N1CCOCC1)c1ccccc1,0,0%,-3%,2%,17,-5%,u,1%,-19,-9
CC(C)c1[nH]nc2c1C(c1ccco1)C(C#N)=C(N)O2 (stereo not drawn),0,-7%,1%,-3%,14,0%,u,4%,-11,-7
COc1cccc2sc(NNC(=O)c3nc4ccccc4s3)nc12,-12,-22%,14%,-1%,-1,x,-2%,-5%,1,-6
Cc1cccc(NC(=O)CCN2C(=O)c3ccccc3C2=O)c1,-3,-1%,-4%,-1%,12,8%,2%,4%,-11,-21
O=c1c2ccccc2c(/C=N/NS(=O)(=O)c2ccccc2)c(O)n1-c1ccccn1,-3,u,87%[activator],6%,-6,-1%,6%,-7%,4,2
O=S(=O)(CCc1ccccc1)/N=C/c1cccs1,1,0%,0%,3%,1,9%,0%,1%,6,-14
O=S1(=O)CCC(NC(=S)Nc2ccccc2)C1 (stereo not drawn),1,1%,-2%,0%,1,-3%,-11%,-13%,-3,3
CCOc1ccc2[nH]c(=O)c(CN(CCOC)C(=O)N3CCOCC3)cc2c1,1,-3%,-1%,-1%,-3,4%,0%,6%,-5,8
Cc1c(OCc2nn[nH]n2)ccc2c(-c3ccccc3)cc(=O)oc12,30,6%,-1%,-1%,-17,4%,1%,18%,0,-5
O=C(CCCCCN1C(=O)c2ccccc2C1=O)Nc1cccc(O)c1,2,-4%,3%,-9%,-4,3%,1%,0%,5,-6
COc1ccc(NC(=S)N(CCN(C)C)C(C)c2ccco2)cc1 (stereo not drawn),3,3%,0%,-4%,14,2%,0%,-3%,5,14
Cc1cc(NC(=O)c2ccc(Cl)c(S(=O)(=O)N3CCOCC3)c2)no1,5,1%,-13%,2%,10,3%,4%,-2%,6,u
CN(C)/C=C/C(=O)/C=C/c1cn(-c2ncc(C(F)(F)F)cc2Cl)c2ccccc12,0,0%,2%,-1%,2,-5%,11%,-2%,11,-7
Cn1ncc2c(c(SCc3ccc(Cl)cc3Cl)nn2C)c1=O,1,u,1%,-1%,-11,11%,-1%,0%,-5,7
COc1ccc(NS(=O)(=O)c2ccc3c(c2)N(C(C)=O)CC(C)S3)c(OC)c1 (stereo not drawn),x,1%,12%,0%,-6,0%,-2%,7%,3,-4
Cc1ccc(/C=N/NC(=O)CNC(=O)Cc2ccccc2)o1,1,-3%,5%,-5%[46.1 µM],4,0%,1%,1%,6,2
CCc1ccccc1NC(=O)C1CCCN(c2ncccn2)C1 (stereo not drawn),0,1%,4%,3%,-6,-3%,8%,-2%,6,20
C/C(=N/NS(=O)(=O)c1ccc(Br)cc1)c1ccc(NC(=O)c2ccc(C)o2)cc1,-2,11%,17%,-3%,u,-1%,u,-6%,4,u
CC1=C(C(=O)Nc2ccccc2)C(c2ccccn2)n2nc(CCCO)nc2N1 (stereo not drawn),-1,-14%,1%,-3%,7,2%,-2%,-5%,-1,7
CN(C(=O)COC(=O)CNC(=O)c1sc2ccccc2c1Cl)c1ccccc1,1,-1%,-10%,1%[46.1 µM],-12,-1%,5%,0%,-6,15
COc1ccc(CCNC(=O)COC(=O)c2cnccn2)cc1,1,-6%,3%,-3%,2,2%,0%,16%,0,5
CCCn1c(Nc2cccc(OC)c2)nc2ccccc21,0,4%,4%,-6%,2,-2%,-14%,2%,-4,7
Cc1ccc(S(=O)(=O)N(CC(=O)N/N=C/c2cccc(Cl)c2)c2cccc3cccnc23)cc1,1,x,-1%,9%,x,2%,x,x,15,-10
Cc1c(N/C=C/C(=O)C(F)(F)F)c(=O)n(-c2ccccc2)n1C,3,4%,-1%,-1%,-3,5%,-19%,-3%,14,9
Cc1cccc2sc(NC(=O)c3ccc(Cl)s3)nc12,-1,-3%,-2%,-6%,-29,1%,u,9%,-1,-21
COc1ccc(-c2ccc3c(c2)S(=O)(=O)c2cccc(C(=O)N4CCN(C5CCCCC5)CC4)c2C3=O)cc1OC,x,0%,x,7%,-5,x,-8%,0%,-15,u
O=C(C1CC1)N1CCCN(C(=O)C2CC2)CC1,2,-6%,8%,4%,-6,2%,1%,3%,5,-14
Cc1ccc(NC(=O)C/C(N)=N/OC(=O)Nc2cccc(Cl)c2)cc1,x,-21%,x,-8%,-6,x,u,0%,-1,-4
CC(=O)c1ccc(N2Cc3ccccc3C3(CCOCC3)C2=N)cc1,-3,-2%,15%,2%,7,-1%,-2%,4%,-2,9
CC1(C)OC(=O)C(=CNc2ccccn2)C(=O)O1,3,1%,5%,2%,-6,-1%,0%,6%,-2,4
COc1ccc(CN2C(=O)CN(C3CCCCCC3)C(=O)C2c2ccc(F)cc2)cc1 (stereo not drawn),-1,0%,2%,5%,-7,-1%,0%,3%,5,8
CCS(=O)(=O)N1CCC(C(=O)Nc2ccc(C(C)=O)cc2)CC1,0,1%,-9%,2%,-3,4%,-2%,5%,1,9
CCOc1ccc(/C=N/NC(=O)Cc2ccccc2)cc1CN1CC2CC(C1)c1cccc(=O)n1C2 (stereo not drawn),x,-12%,x,-1%,-10,x,-2%,-12%,0,20
CN(CC(=O)O)S(=O)(=O)c1ccc2[nH]c(=O)c(=O)[nH]c2c1,2,1%,4%,6%,4,-1%,4%,-5%,22,-8
COc1cc2c(cc1OC)C(NC(=O)C(F)(F)F)C/C2=N\O (stereo not drawn),1,-4%,3%,7%,-6,-2%,-8%,1%,1,8

# Quoted at random: three records from the list
SMILES,Coupling enz,Tb PFK block,MLL CXXC-DNA inh,TCR act,TSHR antag,GALK inh,BCR signal inh,A-T KAP1 phos,KCNH2 WT inh,Giardia killer
CCS(=O)(=O)N1CCC(C(=O)Nc2ccc(C(C)=O)cc2)CC1,0,1%,-9%,2%,-3,4%,-2%,5%,1,9
COc1ccc(-c2ccc3c(c2)S(=O)(=O)c2cccc(C(=O)N4CCN(C5CCCCC5)CC4)c2C3=O)cc1OC,x,0%,x,7%,-5,x,-8%,0%,-15,u
Cc1ccc(NC(=O)C/C(N)=N/OC(=O)Nc2cccc(Cl)c2)cc1,x,-21%,x,-8%,-6,x,u,0%,-1,-4

# Later entries:
SMILES,Coupling enz,Tb PFK block,MLL CXXC-DNA inh,TCR act,TSHR antag,GALK inh,BCR signal inh,A-T KAP1 phos,KCNH2 WT inh,Giardia killer
Cc1ccc(NN=C2c3ccccc3-c3ccccc32)cc1,-1,0%,-5%,3%[46.1 µM],-17,-3%,3%,24%,0,1
CCOC(=O)N1CCN(C(=O)COC(=O)c2ccc(Cl)nc2)CC1,x,0%,x,-1%,22,x,0%,5%,2,15
N#C/C(=C(/O)c1cccc(F)c1)c1nc2ccccc2s1,-4,-16%,-9%,4%,-32,0%,u,9%,8,-1
COc1ccc(-c2[nH]ncc2CNC(C)CCn2cccn2)cc1F (stereo not drawn),1,1%,-14%,14%,4,13%,-17%,2%,10,2
Cc1ccc(F)cc1NC(=O)C1C2CCC(O2)C1C(=O)O (stereo not drawn),-2,-1%,4%,0%,u,-5%,1%,-5%,1,-9
O=C(c1ccccc1)c1cc([N+](=O)[O-])ccc1N1CCCC1,2,-2%,9%,-3%[46.1 µM],1,3%,-1%,3%,0,-3
O=C(CN(C(=O)CSc1nc2ccccc2o1)c1ccccc1F)NC1CCCCC1,5,0%,1%,-6%[46.1 µM],8,-3%,u,9%,0,7
Cc1ccc2c(c1)C1CN(C)CCC1N2S(=O)(=O)c1ccc(Oc2ccc([N+](=O)[O-])cc2)cc1 (stereo not drawn),1,0%,14%,-5%,4,6%,7%,5%,-32,-22
CC(C)=CC(=O)NCc1c(Cl)cccc1-n1cccc1,1,4%,3%,6%,3,-1%,-2%,3%,-17,-17
CN(CCCC(=O)Nc1nccs1)S(=O)(=O)c1ccc(Cl)cc1,1,0%,1%,-3%,7,0%,-2%,-1%,0,-1
CCOc1ccc(NC(=O)CCCOc2cc(=O)n(C)c3ccccc23)cc1,-1,0%,-6%,-2%,-4,0%,-2%,-6%,-5,10
O=C(Cc1cc(=O)[nH][nH]1)N/N=C/c1ccccc1Cl,-4,-1%,20%,2%[46.1 µM],27,-2%,0%,-1%,7,7
CC(=O)N(CCc1ccccc1C)Cc1cc2cc(C)ccc2[nH]c1=O,1,-4%,3%,5%,-16,4%,u,4%,19,-14
